Screening results as filed in PubChem BioAssay.
CBFb RUNX1 block = inhibitors of human CBF-beta and RUNX1 interaction; Q01196+Q13951; AlphaScreen CBFb-His/RUNX1-biotin binding, biochemical; Potency, µM (top dose mostly 59.8 µM), without a hit: at the highest dose activity, negative = inhibition, hits mostly inhibitors; 230,000 tested, under 10 active; AID 1477; further: % of control where 0% means no effect
Target sequence (Q01196 whole entry, looked up): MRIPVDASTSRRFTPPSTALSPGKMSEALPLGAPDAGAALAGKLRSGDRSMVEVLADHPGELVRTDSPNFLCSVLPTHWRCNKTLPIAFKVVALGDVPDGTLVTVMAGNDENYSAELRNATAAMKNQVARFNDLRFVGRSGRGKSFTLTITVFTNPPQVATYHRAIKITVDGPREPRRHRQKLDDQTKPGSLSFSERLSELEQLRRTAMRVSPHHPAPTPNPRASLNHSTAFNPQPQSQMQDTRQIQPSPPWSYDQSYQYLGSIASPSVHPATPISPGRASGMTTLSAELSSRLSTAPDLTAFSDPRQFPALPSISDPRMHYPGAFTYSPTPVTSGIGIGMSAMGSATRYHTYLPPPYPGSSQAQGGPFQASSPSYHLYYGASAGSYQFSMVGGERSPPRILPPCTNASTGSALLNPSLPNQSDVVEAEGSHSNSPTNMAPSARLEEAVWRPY
Target sequence (Q13951 whole entry, looked up): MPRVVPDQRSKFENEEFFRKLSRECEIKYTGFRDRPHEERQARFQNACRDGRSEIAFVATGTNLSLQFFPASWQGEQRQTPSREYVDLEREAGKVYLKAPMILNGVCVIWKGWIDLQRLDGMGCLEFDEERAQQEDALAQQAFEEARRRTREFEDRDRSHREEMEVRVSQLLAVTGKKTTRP
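AlphaScreen proximity signal reports loss of binding between His-tagged CBF-beta and biotin-labelled RUNX1, each at 30 nM. Proteins are pre-associated for 20 minutes, compounds added for 15 minutes, then beads for 90 minutes, all at ambient temperature.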
aGal spleen mod = alpha-galactosidase A (human) modulation; P06280; human spleen homogenate, 4MU-alpha-Gal fluorescence, 40 min; Potency, µM (titrated, usually from 80 µM), inactives show top-dose activity change, negative = inhibition, most hits filed as inhibitors; 0.008% of 240,000 active;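 further: potency means the concentration at half of the fitted maximal effect; 0% = enzyme with vehicle and -100% = no enzyme basal signal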
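Human spleen homogenate (1 ug) was the enzyme source, with 4-methylumbelliferyl-alpha-D-galactopyranoside (1 mM final) in pH 5.0 citrate buffer with 0.01% Tween-20. Compounds were titrated; after 40 min at 37C, NaOH/glycine stop, 4-MU fluorescence read; AC50 from Hill fits.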
NPSR antag = antagonists of human neuropeptide S receptor cAMP signaling; Potency, µM (titrated, usually from 38.3 µM), without a hit: top-dose activity change, negative = inhibition, most hits filed as inhibitors; 1% of 220,000 active; CHO-NPSR cells, cAMP TR-FRET, antagonist mode; AID 1461; Q6W5P4; further: potency means the concentration at half of the fitted maximal effect; on the % scale 0 is the no-effect control and ±100 the full control effect; nearly all actives have a fitted effect of over 50% in size; many of its hits are not listed in these tables
Target sequence (Q6W5P4 whole entry, looked up): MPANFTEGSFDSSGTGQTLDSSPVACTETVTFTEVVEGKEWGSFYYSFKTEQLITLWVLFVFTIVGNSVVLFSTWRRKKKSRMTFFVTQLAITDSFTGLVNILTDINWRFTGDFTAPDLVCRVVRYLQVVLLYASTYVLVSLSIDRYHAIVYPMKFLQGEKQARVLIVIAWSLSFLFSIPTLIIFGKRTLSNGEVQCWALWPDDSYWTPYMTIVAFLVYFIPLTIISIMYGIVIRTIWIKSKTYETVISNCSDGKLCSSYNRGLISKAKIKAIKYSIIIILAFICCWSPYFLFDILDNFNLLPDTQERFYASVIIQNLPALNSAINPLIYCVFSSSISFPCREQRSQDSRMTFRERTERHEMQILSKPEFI
IMPase Li cell = cell-permeable IMPase inhibitors with lithium potentiation. CHO-M1 cells, IP1 TR-FRET (IP-One), carbachol + lithium. Potency, µM (doses to about 59.4 µM), for inactives: at the highest dose activity, negative = IMPase inhibition, hits mostly inhibitors. 0.35% of 210,000 active. AID 1457;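 further: IP1 builds up when IMPase is blocked and the TR-FRET signal falls; potency means the concentration at half of the fitted maximal effect; plate controls were basal vehicle for no effect and high inhibitor control for full effect; nearly all actives have a fitted effect of over 50% in size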
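Concentration–response in CHO-M1 cells, lithium-potentiated; 30 min at 37C. IP1 detected by competitive TR-FRET after 10 min lysis at RT. Hill-fitted AC50.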
LMNA splice mod = modulators of lamin A splicing | HeLa LMNA splicing GFP/RFP minigene ratio, 48 h | Potency, µM (doses to about 46.1 µM), inactives show at the highest dose ratio change, negative = inhibition, usual class: inhibitors | 0.01% of 200,000 active; active means well fitted inhibition curve with a large enough effect in the signal ratio, with a control signal flat, not every such curve was filed as active; inconclusive means small, poorly fitted or top-dose-only effect, or effect the other way, or a change in a side signal; the % refers to the signal ratio; further: potency means the concentration at half of the fitted maximal effect; on the % scale 0 is the no-effect control and ±100 the full control effect
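S3 HeLa cells stably expressing lamin A-EGFP splicing minigene plus DsRed2, 600 cells/well, 48 h compound exposure at 37C. Laser-scanning cytometry; analysed as GFP (500-530 nm)/RFP (575-640 nm) total intensity ratio; 0.5% DMSO vehicle.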
Luc counter = blocks Kinase-Glo luciferase, a counter-screen artifact; Q27757; Kinase-Glo luciferase, ATP luminescence, 8 min; Potency, µM (series often up to 38.3 µM), inactives show at the highest dose activity change, negative = inhibition, most hits filed as inhibitors; 0.28% of 200,000 active; further: potency means the concentration at half of the fitted maximal effect; on the % scale 0 is the no-effect control and ±100 the full control effect; nearly all actives have a fitted effect of over 60% in size
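Inhibition of Kinase-Glo luciferase light generation was assessed at 10 uM ATP in pH 7.2 imidazole buffer, with luminescence measured after eight minutes at ambient temperature.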
Epigenetic derep = regulators of epigenetic silencing causing reporter derepression in mouse cells; Potency, µM (doses to about 53.9 µM), for the others: top-dose GFP activation, usual class: activators; murine LDR cells, GFP reporter derepression, 30 h; 0.2% of 280,000 active; further: potency means the concentration at half of the fitted maximal effect; % of control where 0% means no effect; nearly all actives have a fitted effect of over 60% in size
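Readout is the number of GFP-expressing murine LDR cells, counted by cytometry following washing. Cells were treated with compound for 30 h at 37 C; the stably integrated CMV-GFP locus is normally silent.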
The depositor's hits bear a star; ? = inconclusive; nt = not tested or not shown; & = joins results of further samples; [ ] = another dose, or the depositor's remark. Unless noted, the call rests on the fitted dose curve; in most records, active means well fitted curve in the direction sought with a large enough effect; inconclusive means small, poorly fitted or top-dose-only effect, or another doubt; inactive means no such curve, though single readings can be large; an effect the other way counts as inactive or inconclusive.

cpd | Structure | CBFb RUNX1 block | aGal spleen mod | NPSR antag | IMPase Li cell | LMNA splice mod | Luc counter | Epigenetic derep
1 | CN(Cc1ccccc1)C(=O)CCCn1c(=O)[nH]c2cc(Cl)ccc2c1=O | -4% | -7% | -9%[46.1 µM] | 11%[38.3 µM] | -10% | 6% | -1.0%
2 | O=C(NC1CCCC1)C1CCCN1C(=O)Oc1ccccc1 (configuration not stated) | -1% | 0% | 11% | -4% | nt | 0% | -0.6%
3 | NC(=O)CSc1nnc(-c2ccoc2)o1 | 4% | -23% | -17%[46.1 µM] | 16%[38.3 µM] | -11% | 12% | -1.6%
4 | COc1ccc(C2C(C(C)=O)=C(O)C(=O)N2CCc2c[nH]c3ccccc23)cc1 (configuration not stated) | 1% | -7% | 10% | -30% | nt | 3% | -2.3%
5 | CC(=O)/C(=N\Nc1cccc(Cl)c1)Sc1nnc(-c2ccccc2)n1-c1ccccc1 | 4% | 1% | -37% | 11% | -3% | 0% | 6.9%
6 | O=C(/C=C/c1ccco1)Nc1nc(-c2ccccn2)cs1 | ? | -2% | -26% | -2% | ? | -3% | 0.9%
7 | Cc1n[nH]c(C)c1S(=O)(=O)N(CC(=O)N1CCc2ccccc21)c1ccc(C(C)C)cc1 | 3% | 4% | -27%[46.1 µM] | 23%[38.3 µM] | -4% | 0% | ?
8 | CCOC(=O)NC(=O)/C(C=Nc1ccc(Cl)cc1)=C(\C)O | -5% | 1% | -6% | 10% | 4%[46 µM] | -1% | -3.4%
9 | CC(C)(C)n1nnnc1C(c1ccccc1F)N1CCN(C2CCCC2)CC1 (configuration not stated) | 2% | 1% | -6%[46.1 µM] | 29%[38.3 µM] | 11% | 0% | -0.1%
10 | COCON1C(=O)CN(C(C)=O)C1c1ccc(Cl)cc1Cl (configuration not stated) | 7% | -1% | -6%[46.1 µM] | 1%[38.3 µM] | 3% | -4% | -0.8%
11 | CCN(CC)C(=O)CSc1nc2c(sc(=S)n2CC)c(=O)n1-c1ccccc1 | -2% | -3% | -28%[46.1 µM] | -10%[38.3 µM] | 2% | 10% | -5.7%
12 | CC(=O)OCOC(c1ccc2ccccc2c1)P(=O)(OCOC(C)=O)OCOC(C)=O (configuration not stated) | 21% | ? | nt | 2% | nt | nt | 7.4%
13 | O=C(Nc1nc2ccccc2n1CCOc1ccccc1)c1ccco1 | -8% | -12% | -26%[46.1 µM] | 3%[38.3 µM] | ? | -3% | 17%
14 | COc1ccc(Cl)cc1N=Nc1ncc[nH]1 | ? | -13%&7% | nt | -5%&12% | nt | 1% | 3.2%&5.4%
15 | CN(Cc1cnn(C)c1)C(=O)c1cc2ccccc2oc1=O | 18% | 1% | 0%[46.1 µM] | 7%[38.3 µM] | -17% | -3% | -14%
16 | OCC1OC(c2ccc3c(c2)OCO3)C=CC1Oc1ccc(C2CCCC2)cc1 (configuration not stated) | 1%[13.1 µM] | 9%[17.5 µM] | nt | nt | nt | nt | 0.0%[10.1 µM]
17 | c1ccc(-c2nccc(-c3ccc(-n4cnc5ccccc54)cc3)n2)nc1 | ? | -2% | ? | 7%[38.3 µM] | -5% | 5% | 0.0%
18 | COc1ccc(-c2cc(-c3cccs3)nc(OC)c2C#N)cc1OC | ? | ? | -40% | 2% | -15% | 1% | 0.0%
19 | CC1CN(Cc2ccccc2)c2ccccc2NC1=S (configuration not stated) | 13% | 6% | -51% | -13% | -21% | -3% | -1.0%
20 | CC1(C)Cc2nc3sc4c(SCC(=O)O)ncnc4c3cc2CO1 | -13% | 1% | ? | nt | nt | nt | 0.2%
21 | CN(C)c1ccc(-c2nc3ccccn3c2/N=C/c2ccc(Br)cc2)cc1 | -2% | -3% | 10µM* | 30%[activator] | ? | ? | -2.0%
22 | COC(=O)c1cc(NC(=O)c2cccc(F)c2)cc(C(=O)OC)c1 | 2% | -5% | -25% | 3% | ? | 2% | -0.4%
23 | O=C(CCC1CC(=O)Nc2ccccc21)NCc1cccnc1 (configuration not stated) | 1%[2.36 µM] | 1% | 10% | -1% | ? | 1% | 14%
24 | COc1ccccc1/C=C/C(=O)Nc1ccc(N2CCOCC2)cc1 | -19% | -25% | 3% | 2% | ? | -1% | -3.9%
25 | Cc1cc(O)cc(O)c1-c1onc(C(F)(F)F)c1-c1cscn1 | 3% | 7% | -19%[46.1 µM] | 7%[38.3 µM] | ? | -1% | -3.0%
26 | O=C(CN1C(=O)NC2(CCCCCCC2)C1=O)N1CCN(C(=O)c2ccco2)CC1 | -10% | -1% | -6%[46.1 µM] | 17%[38.3 µM] | 3% | -6% | -1.3%
27 | Cc1ccc(NC(=O)/C(=C/c2cccc([N+](=O)[O-])c2)NC(=O)C2CCCCC2)c(C)c1 | -2% | -6% | -4%[46.1 µM] | -10%[38.3 µM] | 4% | -4% | 0.9%
28 | Fc1ccc(N2CCN(c3ncnc4nc[nH]c34)CC2)cc1 | 8% | 6% | -8%[46.1 µM] | 32%[activator][38.3 µM] | -10% | -1% | -0.8%
29 | O=C(NCCCc1ccccc1)c1cnc2n(c1=O)CCS2 | 14% | 5% | -11%[46.1 µM] | -3% | -16% | 2% | -0.9%
30 | N#C/C(C(N)=O)=C1/SC(Cc2ccc(F)cc2)C(=O)N1c1ccccc1 (configuration not stated) | 6% | ? | -42% | nt | nt | nt | 2.0%
31 | CCOC(=O)c1ccccc1NC(=O)CSc1nnnn1C | 21% | 1% | -18%[46.1 µM] | -1% | -5% | -3% | 3.7%
32 | CC1=CC2=NC(=O)/C(=C\c3ccc(-c4ccc(Cl)cc4)o3)C(=N)N2O1 | 3% | 1% | 5% | -6% | -6% | 7% | -1.1%
33 | Cc1cc(C)cc(N2C(=O)CC(N3CCOCC3)C2=O)c1 (configuration not stated) | 4% | 3% | -20%[46.1 µM] | 7%[38.3 µM] | 5% | 8% | 2.6%
34 | O=C(Nn1c(Cc2ccccc2)nc2ccccc2c1=O)c1c(O)c2cccc3c2n(c1=O)CCC3 | 8% | 3% | 41% | 8% | nt | 2% | -0.4%
35 | COc1ccc(C(=O)OCC(=O)Nc2ccc([N+](=O)[O-])cc2OC)c(O)c1 | 2% | 3% | -4% | -21% | nt | 1% | 2.5%
36 | CC1(C)CC(=O)C2=C(C1)N(c1ncn[nH]1)C(N)=C(C#N)C2c1ccccc1 (configuration not stated) | -5% | 1% | 4% | -6% | 2% | 3% | 6.3%
37 | CC(C)[C@H](NC(N)=O)C(=O)Nc1ccc2c(c1)CCC2 | 5% | -2% | 12%[46.1 µM] | 5%[38.3 µM] | -1% | -1% | 0.4%
38 | C/C(Cl)=C/Cn1c(SCCN2CCOCC2)nc2c1c(=O)[nH]c(=O)n2C | 5% | -3% | -12%[46.1 µM] | -1%[38.3 µM] | 1% | 0% | 0.0%
39 | COc1cc(C(c2nnnn2C(C)(C)C)N2CCN(c3nc4ccccc4s3)CC2)ccc1O (configuration not stated) | -3% | -5% | -10%[7.67 µM] | -5%[38.3 µM] | -9% | 9% | 9.1%
40 | COc1ccc(C(=O)N2CCN(Cc3ccc4c(c3)OCO4)CC2)cc1[N+](=O)[O-] | 23% | -15% | 11% | 8% | nt | 0% | -0.9%
41 | N#C/C=C(/N)N1CCN(c2ccc(Cl)c(Cl)c2)CC1 | 14% | 6% | ? | 26%[38.3 µM] | -13% | 4% | 3.5%
42 | CCn1c(SCC(=O)c2ccc(Cl)cc2)nnc1C(C)C | -1% | -13% | 1%[46.1 µM] | 2%[38.3 µM] | 5% | 2% | ?
43 | O=C(Nc1ccc2c(c1)OCO2)c1ccc(=O)[nH]n1 | 4% | 1% | 17% | nt | nt | nt | 1.1%
44 | CC(=O)Nc1ccc(NC(=O)CCC(=O)NCCO)cc1 | 1% | 11% | 4%[46.1 µM] | 1%[38.3 µM] | 9% | -4% | 0.2%
45 | CC(=O)Nc1ccc(S(=O)(=O)N(CC(=O)Nc2cc(C)on2)Cc2ccc(F)cc2)cc1 | 1% | 2% | -20% | nt | nt | nt | -1.6%
46 | O=C(c1nc2ccccn2c1CNCCCn1nnc2ccccc21)N1CCOCC1 | 1% | -1% | -17% | 10% | 28%[46 µM] | -1% | -1.6%
47 | Cc1ccc(C(=O)OCC(=O)Nc2c(Cl)cc(S(N)(=O)=O)cc2Cl)o1 | 5% | 0% | -14% | nt | -6%[46 µM] | nt | 2.2%
48 | CC1CCc2c(sc(NC(=O)c3ccccc3C(=O)O)c2C#N)C1 (configuration not stated) | 3% | -29% | 27% | -2% | nt | 1% | -2.8%
49 | Cc1ccc2c(c1)C(O)(CC(=O)c1ccc(C)s1)C(=O)N2 (configuration not stated) | -1% | 3% | 3% | 1% | 13%[46 µM] | 2% | -0.5%
50 | O=C1NN=C(c2ccc(Cl)cc2)CC1c1cccc(Br)c1 (configuration not stated) | 13% | 5% | -18% | 3% | nt | -1% | -2.3%
51 | COc1ccc(/C=C/c2c([N+](=O)[O-])c(=O)n(C)c(=O)n2C)cc1O | -1% | 3% | -12%[46.1 µM] | 15%[38.3 µM] | ? | -3% | 5.2%
52 | COc1ccc(C2C(C(=O)c3ccccc3)=C(C)Nc3nc4ccccc4n32)cc1OC (configuration not stated) | 18%[2.36 µM] | 0% | -45% | 13% | ? | -3% | 4.0%
53 | Cc1c(C(=O)OCC(=O)N2CC(=O)Nc3ccccc32)oc2ccccc12 | -3% | 5% | -13%[46.1 µM] | 20%[38.3 µM] | -10% | 2% | 0.0%
54 | c1ccc(N2CCN(Cc3cnc(N4CCOCC4)s3)CC2)cc1 | -8% | -4% | 10% | -2% | 10%[46 µM] | 0% | -0.3%
55 | O=C(NCc1cccnc1)c1cc(-c2ccc(Cl)cc2)oc1C(F)(F)F | -2% | 1% | 6% | nt | nt | nt | 0.4%
56 | O=C(NCCO)C1(c2ccc(Cl)cc2)CCCC1 | 5% | 9% | -12%[46.1 µM] | 23%[38.3 µM] | 3% | -3% | 1.0%

Retrieved by structure from the entries so far (3):
cpd | Structure | CBFb RUNX1 block | aGal spleen mod | NPSR antag | IMPase Li cell | LMNA splice mod | Luc counter | Epigenetic derep
54 | c1ccc(N2CCN(Cc3cnc(N4CCOCC4)s3)CC2)cc1 | -8% | -4% | 10% | -2% | 10%[46 µM] | 0% | -0.3%
42 | CCn1c(SCC(=O)c2ccc(Cl)cc2)nnc1C(C)C | -1% | -13% | 1%[46.1 µM] | 2%[38.3 µM] | 5% | 2% | ?
53 | Cc1c(C(=O)OCC(=O)N2CC(=O)Nc3ccccc32)oc2ccccc12 | -3% | 5% | -13%[46.1 µM] | 20%[38.3 µM] | -10% | 2% | 0.0%

Some of the compounds tested; count on the stated rates, not on these rows.
